aSyn tox rescue: rescues yeast growth from alpha-synuclein toxicity; S. cerevisiae alpha-synuclein toxicity rescue, BacTiter-Glo growth, 24 h; Potency, µM (top dose mostly 46.1 µM), inactives show top-dose growth rescue (activation), actives largely listed as activators; 0.02% of 94,000 active; AID 1347070; active = well fitted activation curve with a large enough effect; inconclusive = small, poorly fitted or top-dose-only effect; note: 0% is about no effect
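Growth restoration measured by BacTiter-Glo luminescence after 24 hr at 30 deg C; alpha-synuclein yeast, raffinose-pregrown to mid-log, were added at OD600=0.02 in galactose medium onto pinned compounds.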
Starred values were filed as active, the others as inactive; u = inconclusive; & = joins results of further samples; [ ] = remark or other dose. Potency is the fitted concentration of half-maximal effect. An excerpt; the hit share may differ from the screen's.

SMILES	aSyn tox rescue
CCn1c(=O)c2cc(C(=O)NCCc3cc(OC)ccc3OC)sc2c2ccccc21	6%
CC(NC(=O)CCn1c(=S)[nH]c2ccsc2c1=O)c1ccccc1 (stereo not given)	4%
CN(Cc1ccco1)C(=O)c1ccc2c(c1)N(Cc1ccccc1F)C(=O)c1ccccc1S2	-10%
COc1ccccc1Nc1nc(N)nc(CSC(=S)N2CCCCC2)n1	2%
O=C(Nc1cc(-c2nc3cc(Cl)ccc3o2)ccc1Cl)c1cccs1	3%
CC(C)Sc1nc2sc3c(c2c(=O)n1Cc1ccccc1)CCCC3	2%
O=Cc1ccc(OCc2nnsc2Cl)cc1	-16%
O=C(NCc1ccc2c(c1)OCO2)c1ccc2c(c1)N(Cc1ccccc1F)C(=O)c1ccccc1S2	3%
O=C(c1cccc([N+](=O)[O-])c1)N1CCOCC1	-2%
Cc1ccc(CC(=O)NCC(c2ccco2)N(C)C)cc1C (stereo not given)	-3%
CCOc1ccccc1C(=O)NCC(c1ccc(N(C)C)cc1)N1CCc2ccccc21 (stereo not given)	-2%
CCC(C(=O)OC)n1cnc2c(nnn2-c2ccc(C)cc2)c1=O (stereo not given)	1%
CCC(C)[C@H](N)c1nnc(SCc2ccc(Cl)c(Cl)c2)o1 (stereo not given in full)	-13%
O=C(O)C1C=CC(C(=O)O)c2ccccc21 (stereo not given)	-2%
O=c1ccn(Cc2ccc(F)cc2)c2ccnc(C(F)(F)F)c12	-5%
Cc1nnc(Cc2ccco2)c2n[nH]c(C)c12	-1%
COc1ccccc1NC(=O)Cc1nc(=O)[nH]c(=O)[nH]1	-4%
O=C(NC(=S)N1CCN(C/C=C/c2ccccc2)CC1)c1c(F)cccc1F	18%
CCOC(=O)c1cccc2c(=O)c(C(=O)c3ccc(Cl)cc3)c(C(=O)OC)[nH]c12	-11%
COc1cccc(NC(=O)CNC(=O)c2ccc([N+](=O)[O-])cc2)c1	7%
O=C(CC12CC3CC(CC(Br)(C3)C1)C2)NC1CCCC1	7%
O=[N+]([O-])c1cc2ccccc2c(O)c1O	2%
O=C(CSc1nccn1Cc1ccco1)Nc1cccc(F)c1	-2%
C[C@H](CO)N1C[C@H](C)[C@H](CN(C)C(=O)Nc2ccc(C(F)(F)F)cc2)Oc2ncc(Br)cc2C1=O	-8%
COc1ccc(-c2nnc(SCC(=O)Nc3cc(OC)ccc3OC)nc2-c2ccc(OC)cc2)cc1	1%
O=C(NCc1nc2ccccc2[nH]1)c1c(F)cccc1F	-12%
Cc1nn2c(C)c(C(=O)NCc3ccc(OC(C)C)cc3)cnc2c1-c1ccc(F)cc1	-4%
Cc1ccc(OCC(=O)Nc2c(C(=O)c3ccccc3)oc3ccccc23)cc1C	7%
CC(C)(C)C(=O)OC/C(N)=N/OC(=O)c1ccccc1	-6%
CC(=O)c1sc(NC(=O)C2COc3ccccc3O2)nc1C (stereo not given)	3%
CN(C)/C=C/C(=O)/C=C/c1ccc(Cl)cc1Cl	-74%[inhibitor]
Cc1ccc(C(=O)NCc2ccccc2F)cc1S(=O)(=O)N1CCCC1	-5%
O=C(NCCNC(=O)c1ccc(Cl)cc1Cl)c1ccco1	-2%
N#CCC(=O)Nc1ccc(C(=O)OCC(=O)NNC(=O)c2ccc(Cl)cc2)cc1	-4%
CCCN1C(=O)c2[nH]nc(-c3ccccc3O)c2C1c1ccc(OCc2ccccc2)c(OCC)c1 (stereo not given)	6%
COc1ccc(Nc2nc(Nc3ccc(OC)cc3OC)nc(N3CCOCC3)n2)c(OC)c1	-8%
COc1ccc(C2C(=O)N(C3CCCCC3)CC(=O)N2Cc2ccccc2Cl)cc1OC (stereo not given)	-12%
COc1ccc(-c2cn3c(n2)sc2cc(C(=O)NC4CCCc5ccccc54)ccc23)cc1 (stereo not given)	7%
COc1cc(C(CC(=O)NCc2ccc(F)cc2)N2Cc3ccccc3C2=O)cc(OC)c1OC (stereo not given)	3%
C[C@@H]1CCCCO[C@@H](CN(C)C(=O)Nc2ccc3c(c2)OCO3)[C@@H](C)CN([C@H](C)CO)C(=O)c2cc(N(C)C)ccc2O1	-3%
CCN(c1ccccc1)C(CNS(=O)(=O)c1ccccc1)c1ccccc1 (stereo not given)	9%
Cc1cccc(C(=O)OCC(=O)Nc2sccc2C(N)=O)c1C	8%
Cc1ccc(-n2c(=O)c3c(cnn3C)n(Cc3ccc(Cl)cc3)c2=O)cc1	2%
CCOC(=O)c1c(-c2ccccc2)csc1NC(=O)c1cc(-c2ccc(Cl)cc2)on1	-2%
Cc1cc2nn(-c3ccccc3)nc2cc1NC(=O)c1cccc2c(Cl)cccc12	3%
Cc1noc(C)c1C(=O)N1CCN(c2ccc(OCc3ccccc3)cc2)CC1	15%
CC(C)Nc1nc(-c2ccncc2)nc(-c2ccc(Cl)cc2)c1C#N	-1%
CCOC(=O)C1(C)C=C(Nc2cccc(C(=O)O)c2)C(=O)N1c1cccc(C(=O)O)c1 (stereo not given)	3%
CCOC(=O)NC(=O)CSc1nc2ccc([N+](=O)[O-])cc2[nH]1	6%
CCOC(=O)N1CCc2c(sc3c2c(=O)n(-c2ccc(F)cc2)c(=O)n3CC(=O)c2ccc(Cl)cc2)C1	2%
COc1cccc(-c2csc(NC3OC(=O)c4c3ccc(OC)c4OC)n2)c1 (stereo not given)	1%
CCN(c1ccccc1)S(=O)(=O)c1ccc(Cl)c(NC(=O)CN(C)C2CCN(C)CC2)c1	4%
CCCn1ncc(CN2CCC(Cc3cccc(F)c3)(C(=O)OCC)CC2)c1C	-3%
CCOC(=O)c1c(NC(=O)C2CCCCC2C(=O)O)sc2c1CCCCC2 (stereo not given)	13%
COc1ccc(CNC(=O)Cn2c(=O)nc(-c3ccccc3)c3cc(Cl)ccc32)cc1OC	0%
CNC(=O)C1CCC(Cn2c(=O)c3sccc3n(CC(=O)NCc3cccc(OC)c3)c2=O)CC1 (stereo not given)	1%
CCOC(=O)c1cnc(N2CCN(c3ccc(OC)cc3)CC2)c2ccccc12	-63%[inhibitor]
Cc1ccc(NC(=O)CN2C(=O)CCSc3ccccc32)c(C)c1	3%
Cc1ccccc1NC(=O)c1ccc(F)c(S(=O)(=O)N2CCN(c3ccccc3F)CC2)c1	0%
Cc1ccc2cc(CN(CC3CCCO3)C(=O)c3cccs3)c(=O)[nH]c2c1 (stereo not given)	4%
The list goes on:
SMILES	aSyn tox rescue
N#C/C(=C\c1cn[nH]c1-c1ccc(Cl)cc1)C(=O)NC1CC1	-54%[inhibitor]
Cc1ccc(OCC(=O)Nc2cccc(-c3nc4ccccc4s3)c2)cc1	-18%
CCOc1ccc(NC(=O)N2CCC(CN3CCCCCC3)CC2)cc1	2%
CCc1ccccc1NC(=O)Cn1c(=O)nc(-c2ccccc2)c2ccccc21	-8%
COc1ccc(C(=O)c2cn(Cc3ccc(C)cc3)c3cc4c(cc3c2=O)OCO4)cc1	4%
CC(C)c1cnc2c(c1SCC(=O)N1CCCCC1)c(=O)n(C)c(=O)n2C	-11%
CC(C)c1ccc(NC(=O)CN2C(=O)CSc3ccc(S(=O)(=O)N4CCCC4)cc32)cc1	-2%
O=c1cc(-c2ccc(O)cc2)oc2ccc(O)cc12	-18%
CCOc1ccc(-n2c(=O)c3c(C)c(C)sc3n(CC(=O)N3CCC(C)CC3)c2=O)cc1	6%
COc1ccc(NC(=O)CSc2nccn2Cc2ccco2)c(OC)c1	-9%
Cc1ccccc1CC1(CO)CCCN(C(=O)c2cc(Cl)ccc2F)C1 (stereo not given)	4%
Cc1cccc(-c2noc(C(C)NC(=O)c3ccco3)n2)c1 (stereo not given)	4%
Cc1ccc(S(=O)(=O)NC(C)C(c2cccs2)N2CCOCC2)cc1 (stereo not given)	6%
O=c1c2ccccc2n2c(-c3ccccc3F)nnc2n1CCc1ccccc1	-10%
Cc1nc(-c2ccc(Cl)cc2)sc1CCNC(=O)c1cccs1	-8%
CCn1c(SCC(=O)NCCc2ccccc2)nc2c(c1=O)SC(C)C2 (stereo not given)	-7%
Cc1cc2c(cc1S(=O)(=O)NCc1ccccc1Cl)OCC(=O)N2	-1%
O=C(Nc1cc(S(=O)(=O)Nc2ccc(Cl)cc2)ccc1O)c1ccc(S(=O)(=O)N2CCCCCC2)cc1	-15%
Cc1ccc(F)cc1NC(=O)CCc1c(C)[nH]c(=O)c(C#N)c1C	-8%
COc1ccccc1Nc1ncnc2c1nc1n2CCCCC1	-9%
COc1ccc(CC(=O)NC2CC(=O)N(c3ccc(C)c(C)c3)C2)cc1OC (stereo not given)	-2%
COc1ccc(NC2c3ccccc3C(=O)N2c2ccccn2)cc1Cl (stereo not given)	-1%
O=c1cc(-c2ccccc2)nc2cc(-c3ccc(F)cc3)[nH]n12	-3%&-5%
CCC(C)Sc1oc(-c2ccco2)nc1S(=O)(=O)c1ccc(C)cc1 (stereo not given)	3%
COc1ccccc1CNC(=O)c1ccc2nc(N3CCCCC3)sc2c1	1%
CC(C)(C)c1ccc(C(=O)Nc2ccc(F)cc2)s1	0%
Cc1ccc(S(=O)(=O)N/N=C/c2cccc3nccnc23)cc1	-6%
CC(C)C(=O)N1CCN(c2ccccc2NC(=O)c2ccc(C#N)cc2F)CC1	-9%
CSC1=NC2(CCN(C(=O)NC3CCCCC3)CC2)N=C1c1ccc(C)c(C)c1	3%
COc1cccc(CSc2nc3cc(OC)c(OC)cc3c3nc(CCn4nc(C)cc4C)nn23)c1	-12%
Cn1c(=O)[nH]c(=O)c2c1nc(N1CCOCC1)n2CC(=O)c1ccccc1	6%
Cn1c(=O)c2c(nc(CN3CCN(c4ccccc4F)CC3)n2Cc2ccc(F)cc2)n(C)c1=O	2%
Cc1ccsc1CCN1C(=O)N(c2ccccc2)C(=O)C1CC(=O)Nc1ccc(Cl)cc1 (stereo not given)	u
O=C(NCCCN1CCOCC1)/C(=C/c1ccc(F)cc1)NC(=O)c1ccccc1	7%
CCOC(=O)C1CCCN(C(=O)c2ccc(NC(=O)CC3SC(N4CCCC4)=NC3=O)cc2)C1 (stereo not given)	2%
CN(C)S(=O)(=O)c1ccc(N2CCCC2)c(C(=O)N2CCN(S(=O)(=O)c3cccc(F)c3)CC2)c1	12%
CCOc1ccc(CC(=O)NCC(c2cccs2)S(=O)(=O)c2ccc(F)c(C)c2)cc1 (stereo not given)	5%
CCc1ccc(CNC(=O)C2CCN(c3nc4ccccc4nc3C(F)(F)F)CC2)cc1	1%
O=C(NC1CCCC1)C1CC(O)CN1C(=O)Nc1ccccc1 (stereo not given)	8%
C[C@H](CO)N1C[C@H](C)[C@@H](CN(C)S(=O)(=O)c2cn(C)cn2)OCc2cnnn2CCCC1=O	9%
O=C(NCCc1ccc(Cl)cc1)c1ccc(Cn2c(=O)c3cccn3c3cccnc32)cc1	-5%
CCOc1ccc(NC(=S)N(C)C)cc1	6%
CC1=C(C(=O)N2CCOCC2)CC(CC(=O)NCCCCc2ccccc2)C(=O)N1CCC1=CCCCC1 (stereo not given)	7%
COc1ccc(-n2c(SCc3nc(-c4ccc(C)cc4)no3)nnc2-c2ccncc2)cc1	8%
CCC1CCC(C(=O)NC(C(=O)NCCN(CC(C)C)CC(C)C)C(C)C)CC1 (stereo not given)	7%
COC(=O)C1=C(C)N(C)C(=S)N(C)C1c1ccc(OC)cc1 (stereo not given)	-1%
CCN(C(=O)C1CCC(CNS(=O)(=O)c2cccc3nsnc23)CC1)c1ccc(C)c(C)c1 (stereo not given)	-2%
Cc1ccc2c(c1)N(C(=O)N1CCC(C(=O)NCc3ccccc3F)CC1)CC(C)O2 (stereo not given)	-6%
CCc1ccccc1NC(=O)C1COc2ccccc2C1 (stereo not given)	-6%
Cc1cccc(N2CCN(C(=O)CN3C(=O)COc4ccc(S(=O)(=O)N5CCCC5)cc43)CC2)c1C	6%
COc1ccccc1-n1cc(C(=O)c2cc(Cl)ccc2O)cc(C#N)c1=O	6%
O=C(Nc1ccc(N2CCOCC2)cc1)c1ccc2c(c1)OCO2	-17%
O=C(CCc1nc2cccnc2n1-c1ccccc1)Nc1ccc(Cl)c(Cl)c1	1%
CCOC(=O)c1noc2nc(C)n(CC(=O)Nc3cc(Cl)ccc3OC)c(=O)c12	-14%

Ordered by heavy-atom count (falling): part of the list above.
SMILES	aSyn tox rescue
CC1=C(C(=O)N2CCOCC2)CC(CC(=O)NCCCCc2ccccc2)C(=O)N1CCC1=CCCCC1 (stereo not given)	7%
Cc1cccc(N2CCN(C(=O)CN3C(=O)COc4ccc(S(=O)(=O)N5CCCC5)cc43)CC2)c1C	6%
O=C(NCCc1ccc(Cl)cc1)c1ccc(Cn2c(=O)c3cccn3c3cccnc32)cc1	-5%
CCc1ccc(CNC(=O)C2CCN(c3nc4ccccc4nc3C(F)(F)F)CC2)cc1	1%
Cc1ccc2c(c1)N(C(=O)N1CCC(C(=O)NCc3ccccc3F)CC1)CC(C)O2 (stereo not given)	-6%
CCOC(=O)c1noc2nc(C)n(CC(=O)Nc3cc(Cl)ccc3OC)c(=O)c12	-14%
O=C(CCc1nc2cccnc2n1-c1ccccc1)Nc1ccc(Cl)c(Cl)c1	1%
COc1ccccc1-n1cc(C(=O)c2cc(Cl)ccc2O)cc(C#N)c1=O	6%
O=C(Nc1ccc(N2CCOCC2)cc1)c1ccc2c(c1)OCO2	-17%
O=C(NC1CCCC1)C1CC(O)CN1C(=O)Nc1ccccc1 (stereo not given)	8%
COC(=O)C1=C(C)N(C)C(=S)N(C)C1c1ccc(OC)cc1 (stereo not given)	-1%
CCc1ccccc1NC(=O)C1COc2ccccc2C1 (stereo not given)	-6%
CCOc1ccc(NC(=S)N(C)C)cc1	6%
